Source: PubChem (several laboratories)
NFkB transloc inh – inhibitors of IL-1B driven NFkB p65 nuclear import, primary screen, imaging, HUVEC, IL-1B stimulus, high-content imaging; inhibition, % at 2 µM; HUVEC IL-1B NFkB p65 nuclear translocation imaging; AID 796, 2007; 94,000 tested, 0.43% active;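 active means inhibition above about 30% together with a positive call from visual inspection of the well image, limit read from the data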;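 further: nuclear over cytoplasmic p65 intensity ratio measured by imaging; 0% = IL-1B stimulated DMSO wells and 100% = unstimulated DMSO wells; values of inactives mirror those of a sister screen read the other way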
MRP resist rev – reversal of MRP1-mediated doxorubicin resistance, primary screen, H69AR cells, doxorubicin co-treatment. AID 602, 2007. 85,000 tested, 0.04% active. differential viability (reversal), % at 10 µM. H69AR cells + 2 uM doxorubicin, CellTiter-Glo, 72 h;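 active means viability drop by adding the cancer drug above about 55%, with treated viability meeting a 40% cutoff, limit read from the data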;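 further: viability without doxorubicin minus viability with 2 µM doxorubicin for each compound; larger differential means the compound sensitizes cells more to doxorubicin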
PLAP inhibition – PLAP enzyme inhibitors, biochemical, luminescence, HTS (AID 690). Alkaline phosphatase, placental type (Homo sapiens). purified PLAP, luminescent substrate; higher % means a stronger effect. inhibition, % at 20 µM; hits with a dose series show IC50 in µM. 96,000 tested, 0.08% active; in the data active means a potency from the dose series; inactive means the rest, 99 in 100 with inhibition below about 30%; further: strong numbers were not always called active
Bcl-B TR3 displacers – displacers of TR3 peptide from Bcl-B, primary screen, selectivity assay for Bfl-1 inhibitor project, biochemical, fluorescence polarization. FP displacement of FITC-TR3 peptide from Bcl-B; higher % means a stronger effect. one-dose displacement, % at 20 µM; IC50 in µM for titrated hits. 96,000 tested, 0.11% active. AID 748, 2007;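 active means displacement above 50% at 20 µM plus a fluorescence interference ratio under 1.5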;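 further: plate controls were wells without compound for no effect and wells lacking Bcl-B protein for full effect; a part of the inactive calls stands beside numbers as strong as those of hits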
IL1B NFkB pot – enhancers of NFkB p65 translocation in HUVEC – imaging, IL-1B stimulus, high-content imaging, primary screen. HUVEC IL-1B NFkB p65 nuclear translocation imaging. activation, % at 2 µM. 94,000 tested, 0.3% active. AID 819, 2007;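 active means activation above 40%, about the mean plus 3 SD, also judged a hit on visual image review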;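 further: percent activation is computed from the nuclear over cytoplasmic p65 intensity ratio; values of inactives mirror those of a sister screen read the other way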
MRP resist rev cytotoxicity – further read-out of MRP resist rev, marked with its call; viability, %; H69AR cells, CellTiter-Glo, 72 h; measured here: cytotoxicity without doxorubicin
MRP resist rev with doxorubicin – further read-out of MRP resist rev, marked with its call; viability, %; measured here: viability with 2 uM doxorubicin; active compounds read low
NFkB transloc inh cell count 2 µM – recorded beside NFkB transloc inh, whose call it bears; cell count; measured here: cells passing quality filter;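 raw number of nuclei counted in each imaged well without normalization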
IL1B NFkB pot cell count 2 µM – second read-out of IL1B NFkB pot, no call of its own (marks repeat the call); cell count; measured here: cells passing quality filter
The depositor's hits bear a star. Some of the compounds tested; rates above refer to the full screens.

SMILES	NFkB transloc inh	NFkB transloc inh cell count 2 µM	MRP resist rev	MRP resist rev cytotoxicity	MRP resist rev with doxorubicin	PLAP inhibition	Bcl-B TR3 displacers	IL1B NFkB pot	IL1B NFkB pot cell count 2 µM
CCCc1cc(C(N)=S)ccn1	-4.8	111	6.1	96.3	90.2	-22.3%	5.0%	4.8	111
O=C(NCCN1CCOCC1)c1ccc(Cl)cc1	11.0	84	0.5	93.0	92.5	1.4%	-5.9%	-11.0	84
COc1ccc(S(=O)(=O)Nc2nnc(CC(C)C)s2)cc1	-17.2	142	14.7	108.9	94.2	-42.6%	2.8%	17.2	142

Single records, as listed above.
`CCCc1cc(C(N)=S)ccn1` is listed as NFkB transloc inh = -4.8; NFkB transloc inh cell count 2 µM = 111; MRP resist rev = 6.1; MRP resist rev cytotoxicity = 96.3; MRP resist rev with doxorubicin = 90.2; PLAP inhibition = -22.3%; Bcl-B TR3 displacers = 5.0%; IL1B NFkB pot = 4.8; IL1B NFkB pot cell count 2 µM = 111
`COc1ccc(S(=O)(=O)Nc2nnc(CC(C)C)s2)cc1` is listed as NFkB transloc inh = -17.2; NFkB transloc inh cell count 2 µM = 142; MRP resist rev = 14.7; MRP resist rev cytotoxicity = 108.9; MRP resist rev with doxorubicin = 94.2; PLAP inhibition = -42.6%; Bcl-B TR3 displacers = 2.8%; IL1B NFkB pot = 17.2; IL1B NFkB pot cell count 2 µM = 142

3 of the entries above in order of the PLAP inhibition value, highest first:
Compound	PLAP inhibition
O=C(NCCN1CCOCC1)c1ccc(Cl)cc1	1.4%
CCCc1cc(C(N)=S)ccn1	-22.3%
COc1ccc(S(=O)(=O)Nc2nnc(CC(C)C)s2)cc1	-42.6%
